# Cav32 inh – human Cav3.2 channel inhibition, primary screen; Cav3.2-expressing cells, Fluo-4 calcium fluorescence FDSS; stronger effect = lower value; O95180; AID 449739; B-score at 10 µM; hit rate 4% among 100,000;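 active means single-dose well whose peak fluorescence ratio is a statistical outlier from its plate by either plate-standardised score or position-corrected B-score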
# Target sequence (O95180 whole entry, looked up): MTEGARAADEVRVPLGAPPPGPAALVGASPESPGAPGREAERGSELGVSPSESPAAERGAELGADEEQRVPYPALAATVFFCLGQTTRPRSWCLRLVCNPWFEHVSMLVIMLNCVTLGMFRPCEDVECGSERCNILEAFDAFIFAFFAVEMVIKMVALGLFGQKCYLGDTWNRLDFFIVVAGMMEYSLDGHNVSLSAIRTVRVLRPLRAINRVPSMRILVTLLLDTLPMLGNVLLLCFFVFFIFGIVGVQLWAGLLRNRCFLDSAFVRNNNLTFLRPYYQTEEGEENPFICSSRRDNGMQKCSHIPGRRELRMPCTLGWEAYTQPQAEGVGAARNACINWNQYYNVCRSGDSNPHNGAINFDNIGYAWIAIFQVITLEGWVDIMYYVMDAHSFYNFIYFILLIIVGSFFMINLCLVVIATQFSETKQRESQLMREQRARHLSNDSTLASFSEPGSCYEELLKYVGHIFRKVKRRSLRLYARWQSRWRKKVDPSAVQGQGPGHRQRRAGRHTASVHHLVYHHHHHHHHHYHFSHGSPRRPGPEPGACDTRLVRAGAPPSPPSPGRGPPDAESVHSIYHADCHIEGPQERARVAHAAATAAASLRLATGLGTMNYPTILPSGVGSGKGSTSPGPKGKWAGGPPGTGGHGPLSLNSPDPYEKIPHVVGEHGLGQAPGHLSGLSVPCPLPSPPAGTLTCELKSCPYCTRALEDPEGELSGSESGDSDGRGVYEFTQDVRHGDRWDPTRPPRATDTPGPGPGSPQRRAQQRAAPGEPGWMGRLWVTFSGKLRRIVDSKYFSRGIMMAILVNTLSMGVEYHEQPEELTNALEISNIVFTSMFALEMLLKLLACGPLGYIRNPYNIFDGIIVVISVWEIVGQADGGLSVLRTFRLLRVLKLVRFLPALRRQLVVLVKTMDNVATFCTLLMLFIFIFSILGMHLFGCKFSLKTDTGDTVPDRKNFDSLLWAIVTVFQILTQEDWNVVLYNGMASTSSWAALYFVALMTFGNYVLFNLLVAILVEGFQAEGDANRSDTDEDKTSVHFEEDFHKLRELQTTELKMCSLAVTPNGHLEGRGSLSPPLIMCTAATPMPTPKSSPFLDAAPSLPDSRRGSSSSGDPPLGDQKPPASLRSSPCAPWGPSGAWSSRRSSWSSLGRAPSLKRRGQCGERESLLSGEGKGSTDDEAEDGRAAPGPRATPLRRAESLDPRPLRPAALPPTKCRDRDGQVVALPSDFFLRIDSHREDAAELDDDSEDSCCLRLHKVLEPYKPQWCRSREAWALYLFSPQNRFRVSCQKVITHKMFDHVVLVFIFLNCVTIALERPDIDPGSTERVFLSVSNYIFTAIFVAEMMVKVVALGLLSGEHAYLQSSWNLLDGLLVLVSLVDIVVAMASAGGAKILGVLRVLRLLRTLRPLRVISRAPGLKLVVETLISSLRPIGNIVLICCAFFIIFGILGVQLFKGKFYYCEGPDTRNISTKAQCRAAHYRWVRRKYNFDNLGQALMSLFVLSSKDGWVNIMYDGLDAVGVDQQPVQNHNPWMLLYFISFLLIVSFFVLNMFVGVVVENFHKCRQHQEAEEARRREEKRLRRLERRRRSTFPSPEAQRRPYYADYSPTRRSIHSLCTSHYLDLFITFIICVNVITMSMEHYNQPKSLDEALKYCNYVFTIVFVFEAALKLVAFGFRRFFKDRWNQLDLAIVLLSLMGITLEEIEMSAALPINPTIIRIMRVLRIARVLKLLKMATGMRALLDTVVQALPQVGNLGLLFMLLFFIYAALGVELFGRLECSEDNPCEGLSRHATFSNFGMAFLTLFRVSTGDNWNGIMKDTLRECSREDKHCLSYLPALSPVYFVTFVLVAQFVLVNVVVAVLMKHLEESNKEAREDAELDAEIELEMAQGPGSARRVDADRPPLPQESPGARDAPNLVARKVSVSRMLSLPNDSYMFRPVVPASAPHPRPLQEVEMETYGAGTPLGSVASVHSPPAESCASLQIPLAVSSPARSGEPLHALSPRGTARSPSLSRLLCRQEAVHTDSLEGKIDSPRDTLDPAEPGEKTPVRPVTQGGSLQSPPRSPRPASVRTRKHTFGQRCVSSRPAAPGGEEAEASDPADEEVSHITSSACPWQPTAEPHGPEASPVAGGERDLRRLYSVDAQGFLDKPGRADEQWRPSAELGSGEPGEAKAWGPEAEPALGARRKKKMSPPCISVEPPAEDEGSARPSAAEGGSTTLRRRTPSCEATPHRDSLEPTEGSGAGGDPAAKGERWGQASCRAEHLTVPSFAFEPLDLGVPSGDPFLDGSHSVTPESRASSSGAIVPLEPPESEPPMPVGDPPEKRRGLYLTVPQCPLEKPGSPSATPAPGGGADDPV
# Numbers without * were called inactive. This is a subset; rates above refer to the full screens.
Cav32 inh	smiles
0.014	CS(=O)(=O)N(CC(=O)N1CCCC1)c1ccc2c(c1)OCCO2
-0.52	O=C(O)C1[C@H]2C(=O)N(Cc3cccs3)C[C@]23C=C[C@H]1O3 (stereo partly specified)
1.1	CCCNC(=O)CCC(=O)Nc1ncc(-c2ccc(C)cc2)n1C
-8.5e-05	CSCCC(NC(=O)c1cc(C)oc1C)C(=O)O (stereo unspecified)
1.1	O=C(c1cccc(N2C(=O)C3CC=CCC3C2=O)c1)N1CCCCCC1 (stereo unspecified)
-0.13	COc1ccc(OC)c(-c2nnc(NC(=O)C(C)Sc3nncn3C)s2)c1 (stereo unspecified)
0.12	CCOC(=O)N1CCN(CCC(=O)Nc2ccc(Br)cc2)CC1
0.43	CCOC(=O)CCCNC(=O)CN1C(=O)NC(CCc2ccccc2)C1=O (stereo unspecified)
0.2	CCOc1cc(NC(=O)c2cccs2)c(OCC)cc1NC(=O)c1ccco1
-0.023	CCc1ccc(C(=O)COC(=O)C(Cc2ccccc2)NC(=O)C2CCC(C)CC2)cc1 (stereo unspecified)
-0.64	O=C(Cc1cccs1)N1CCN(c2ccccn2)CC1
-0.87	CCOC(=O)c1ccc(NC(=O)CCOc2ccc(OC)cc2)cc1
-2.9	Cn1c(C(=O)NC2CC2)cc2c(=O)n(C)c3ccccc3c21
-4.7	CCOC(=O)Cc1cnc(NC(=O)NC(C(=O)OCC)(c2ccccc2)C(F)(F)F)s1 (stereo unspecified)
-0.036	CCOc1ccc(NC(=O)C(C)Sc2nnnn2C)cc1 (stereo unspecified)
-0.067	Cc1cc(C)nc(SC(C)C(=O)N/N=C/c2cccs2)n1 (stereo unspecified)
0.79	COCOc1cc(O)c(C(=O)/C=C/c2ccc(OCOC)c(OCOC)c2)c(OCOC)c1
0.31	CC(C)COc1ccc(C(=O)OCCN2CCOCC2)c(O)c1
1	COc1ccc(S(=O)(=O)N2CCCCCC2)cc1C(=O)OCC(=O)NC(N)=O
-0.43	COc1ccc(-c2nnc3n2C(C)(C)Cc2cc(OC)c(OC)cc2-3)cc1
0.34	CC1CN(Cc2nc3c(c(=O)n(C)c(=O)n3C)n2CCc2ccccc2)CC(C)O1 (stereo unspecified)
-0.44	COCCCNC(=O)CCNS(=O)(=O)c1ccc(C)cc1
0.14	CCCCNC(=O)Nc1ccccn1
-0.049	Cc1noc(C)c1C(=O)OC(C(=O)NC1CCCC1)c1ccc(F)cc1 (stereo unspecified)
0.21	Cc1ccnn2c(-c3ccccc3)c3c(=O)n(C)c(=O)n(C)c3c12
-3.3	Cc1ccccc1NC(=O)c1sc2nc3c(c(-c4ccco4)c2c1N)CCC3
-2.1	Cc1ccc(CNC(=O)C2CCCN(Cc3cnn(-c4ccccc4)c3-n3cccc3)C2)cc1 (stereo unspecified)
-0.8	C/C(=C/CCC(C)[C@H]1CC[C@@]2(C)C3=C(CC[C@]12C)[C@@]1(C)CCC(=O)C(C)(C)[C@@H]1CC3)C(=O)O (stereo partly specified)
0.68	COc1ccc(C(CCN2CCCC2)c2c(O)cc(OC)cc2OC)cc1 (stereo unspecified)
-1.5	COc1ccc(/C=N/NC(=O)c2nc(Cl)c(Cl)c(N)c2Cl)cc1COc1ccccc1F
0.88	COc1ccc(N2C(=O)CC(N3CCN(c4ccc(S(=O)(=O)N5CCCC5)cc4)CC3)C2=O)cc1 (stereo unspecified)
-0.03	CCc1ccc(NC(=O)CS(=O)CC(=O)NC(C)CCc2ccco2)cc1 (stereo unspecified)
0.46	CC(Sc1ccc(Cl)cc1)C(=O)Nc1ccccc1C(=O)N1CCOCC1 (stereo unspecified)
-0.084	FC(F)(F)c1ccc(C2[C@H]3CN(Cc4cccnc4)[C@H](c4ccccc4)C34CC2(c2ccccc2)C4)cc1 (stereo partly specified)
0.84	Cn1c(=O)[nH]c(=O)c2c1nc(N1CCNCC1)n2CCOc1ccccc1
0.094	CCOc1ccc(-c2cc(C(=O)N3CCN(C)CC3)c3ccccc3n2)cc1
-1	COc1ccc(Br)cc1CN1CCCCCCC1
0.5	CCCCC[C@H](O)/C=C/[C@@H]1[C@@H](C/C=C\CCCC(=O)O)[C@@H](O)C[C@H]1O
0.4	CCOC(=O)c1c(C)nc2sccn12
0.71	Cc1cc(NC(=O)c2ccc(Cl)cc2)no1
0.3	O=C(CCN1CCN(c2ccccc2)CC1)Nc1nccs1
-1.5	Cc1ccc(C(=O)N2CCC3(CC2)Oc2ccc(F)cc2C(=O)C32CC(c3ccccc3)=NO2)s1 (stereo unspecified)
0.43	O=C(NCc1ccc(F)cc1)c1noc2c1CCCC2
-0.13	CCC(C)(C)NC(=O)CN(C(=O)c1snc(C(N)=O)c1N)c1ccc2c(c1)OCO2
-3.7	Fc1ccc(-n2c(Cc3ccccc3)nnc2SCc2nc(-c3ccc(Cl)cc3)no2)cc1
0.026	O=C(NCCc1ccccn1)C1CC(=O)N(Cc2ccccc2Cl)C1 (stereo unspecified)
-0.42	CCOC(=O)CNC(=O)c1ccccc1
1.4	Cc1ccc(S(=O)(=O)CCc2nc3ccccc3n2CCC#N)cc1
0.032	CC1CCCN(C(=O)CSc2nnc(-c3ccc(S(=O)(=O)N4CCOCC4)cc3)n2C)C1 (stereo unspecified)
-2.3	Cc1cc(C)c2nc(N3CCCC(C(=O)N4CCN(c5ncccn5)CC4)C3)sc2c1 (stereo unspecified)
-2.4	C#CCNC(=O)C1=C[C@@H](c2coc3ccccc3c2=O)C[C@@H](OCc2ccc(CO)cc2)O1
-0.0019	Cc1nc(/C=[N+](\[O-])C(C)(C)/C=N/O)n(O)c1C
-0.062	C/C(=C\c1ccccc1)CN1CCN(c2ccccc2)CC1
1.3	Cn1cc(C(CC(=O)O)C(=O)O)c2ccccc21 (stereo unspecified)
0.72	CC1CC1C(=O)OCC(=O)NC(=O)NCc1ccco1 (stereo unspecified)
-3.9*	O=C(CN(Cc1ccc2c(c1)OCO2)C(=O)CSc1nc2ccccc2o1)NC1CCCCC1
-1.3	CCSc1nc(-c2ccco2)ccc1C#N
0.17	COc1cc(NC(=O)c2ccc3c(=O)n(Cc4ccco4)c(=S)[nH]c3c2)cc(OC)c1OC
-3.3	CCOC(=O)c1c(-c2ccc(C)cc2C)csc1NC(=O)CSc1nnnn1C
-0.74	COC(=O)CNS(=O)(=O)c1ccc(OC)cc1

# Taken from the listing (20 entries):
Cav32 inh	smiles
0.84	Cn1c(=O)[nH]c(=O)c2c1nc(N1CCNCC1)n2CCOc1ccccc1
0.094	CCOc1ccc(-c2cc(C(=O)N3CCN(C)CC3)c3ccccc3n2)cc1
-1	COc1ccc(Br)cc1CN1CCCCCCC1
0.5	CCCCC[C@H](O)/C=C/[C@@H]1[C@@H](C/C=C\CCCC(=O)O)[C@@H](O)C[C@H]1O
0.4	CCOC(=O)c1c(C)nc2sccn12
0.71	Cc1cc(NC(=O)c2ccc(Cl)cc2)no1
0.3	O=C(CCN1CCN(c2ccccc2)CC1)Nc1nccs1
-1.5	Cc1ccc(C(=O)N2CCC3(CC2)Oc2ccc(F)cc2C(=O)C32CC(c3ccccc3)=NO2)s1 (stereo unspecified)
0.43	O=C(NCc1ccc(F)cc1)c1noc2c1CCCC2
-0.13	CCC(C)(C)NC(=O)CN(C(=O)c1snc(C(N)=O)c1N)c1ccc2c(c1)OCO2
-3.7	Fc1ccc(-n2c(Cc3ccccc3)nnc2SCc2nc(-c3ccc(Cl)cc3)no2)cc1
0.026	O=C(NCCc1ccccn1)C1CC(=O)N(Cc2ccccc2Cl)C1 (stereo unspecified)
-0.42	CCOC(=O)CNC(=O)c1ccccc1
1.4	Cc1ccc(S(=O)(=O)CCc2nc3ccccc3n2CCC#N)cc1
0.032	CC1CCCN(C(=O)CSc2nnc(-c3ccc(S(=O)(=O)N4CCOCC4)cc3)n2C)C1 (stereo unspecified)
-2.3	Cc1cc(C)c2nc(N3CCCC(C(=O)N4CCN(c5ncccn5)CC4)C3)sc2c1 (stereo unspecified)
-2.4	C#CCNC(=O)C1=C[C@@H](c2coc3ccccc3c2=O)C[C@@H](OCc2ccc(CO)cc2)O1
-0.0019	Cc1nc(/C=[N+](\[O-])C(C)(C)/C=N/O)n(O)c1C
-0.062	C/C(=C\c1ccccc1)CN1CCN(c2ccccc2)CC1
1.3	Cn1cc(C(CC(=O)O)C(=O)O)c2ccccc21 (stereo unspecified)

# Additional structures
Cav32 inh	smiles
-0.44	CC1=C(C(=O)NCCN2CCOCC2)C2(CCC(C)CC2)OC1=O (stereo unspecified)
-2.3	O=C(Cn1ncc2c1-c1ccccc1OC2)N(Cc1ccco1)C1CCCCC1
-5.3*	Cc1ccc(N(CC(=O)NCCSCc2ccco2)S(=O)(=O)c2ccc(C)cc2)cc1
0.23	CCc1nnc(NC(=O)c2ccc(N(C)S(=O)(=O)c3ccccc3)cc2)s1
-0.15	C/C(=N\OC(=O)NC1CCCCC1)c1sc(-c2ccccc2)nc1C
-0.0095	O=C(COC(=O)C1=COCCO1)Nc1ccccc1Oc1ccccc1
2	Cc1ccc(S(=O)(=O)Nc2cc(C)nn2-c2ccccc2)cc1
-0.26	CCC(CO)N=CC1=C(O)CC(C)(C)CC1=O (stereo unspecified)
-3.4	Cn1cccc1CC(=O)N/N=C\c1c2ccccc2cc2ccccc12
0.052	O=C(Nc1ccc(S(=O)(=O)N2CCOCC2)cc1)c1ccco1
0.96	COc1ccc2[nH]c(=O)c3c(c2c1)OC(C)(C)C=C3
3.2	Cc1ccc(-c2c3c(=O)n(C)c(=O)n(C)c3cn2Cc2cccnc2)cc1
-0.25	Nn1c(SCC(=O)NC2CCCCC2)nnc1-c1ccccc1
-3.1	COc1ccc(C/C(O)=C(\C#N)c2nc3ccccc3s2)cc1
-0.028	O=C(CCCCCN1C(=O)c2ccccc2C1=O)Nc1ccc2c(c1)OCCO2
0.95	Cc1cc(NC(c2cccnc2)c2ccc3cccnc3c2O)no1 (stereo unspecified)
-1.6	Cc1nn(-c2ccccc2)c2sc(C(=O)N3CCCCC3)cc12
-0.93	Cc1ccc2nc(-c3ccc(N4C(=O)CC(N5CCCC(C)C5)C4=O)cc3)sc2c1 (stereo unspecified)
-0.04	Cc1cccc(N2CCN(CCNC(=O)c3cc4c(s3)CS(=O)(=O)C4)CC2)c1C
0.21	O=S(=O)(NCc1ccco1)N1CCCCCC1
-1.6	CN1C(=O)C2(OCC(COc3ccc(Cl)cc3)O2)c2ccccc21 (stereo unspecified)
-1.9	COc1ccccc1N1CCN(c2ccc(-c3ccccc3)nn2)CC1
-6.8*	O=C(c1cc2sccc2n1Cc1ccccc1)N1CCCc2ccccc21
-2.6	CS/C(=N\S(=O)(=O)c1cccs1)NC(=O)CSc1nc2ccccc2s1
-4.3*	COc1ccccc1CN(Cc1nc2ccccc2c(=O)[nH]1)C(=O)Nc1ccc(C)cc1
0.24	Cc1c(NC(=O)c2c(F)cccc2F)c(=O)n(-c2ccccc2)n1C
-1.3	C=C(C)COc1ccc(-c2n[nH]c(C)c2-c2ccccc2OC)c(O)c1
-0.61	CCOC(=O)N1CCC(Nc2c(NCCN3CCN(c4cccc(Cl)c4)CC3)c(=O)c2=O)CC1
0.87	COc1ccccc1CNC(=O)c1ccc(S(=O)(=O)N2CCCC2)cc1
0.73	CCC(CC)C(=O)Nc1c2c(nn1-c1ccc(OC)cc1)CS(=O)(=O)C2
-0.051	Cc1ccc(CSC2=Nc3sccc3C3=NC(=O)CN23)cc1
-0.29	CCCCCCCC(=O)Nc1ccc(C(=O)N/N=C/c2cccc([N+](=O)[O-])c2)cc1
-1.5	CC(=O)OCc1c(C(F)(F)F)nn(C)c1Sc1ccccc1
0.11	CCc1nc(OCC(=O)c2ccccc2)c(C#N)c2c1COC(C)(C)C2
-2.1	Cn1nnnc1SCC(=O)c1ccco1
0.65	COc1ccc(N(C(=O)c2ccc(F)cc2)C2=CC3CCC(C2)N3C)cc1 (stereo unspecified)
0.82	Cc1ccc(-n2nc(C)c3c(-c4cccs4)c(C#N)c(N)nc32)cc1
0.64	COc1ccccc1CNC(=O)C1CCCN(S(=O)(=O)c2c(C)[nH]c(=O)[nH]c2=O)C1 (stereo unspecified)
0.14	CCC(C)Oc1cc(-c2ccnc(Nc3cccc(Cl)c3)n2)ccn1 (stereo unspecified)
-2.4	O=C(CN1C(=O)COc2ccccc21)c1cccc(Cl)c1
-0.88	O=C(Nc1cccnc1)Nc1ccc(F)c(Cl)c1
-2.5	C=CCOc1nc(-c2ccncc2)nc2ccccc12
0.73	C=CCS/C(=N\n1cnc2ccccc2c1=O)N(CC)CC
-2.6	CC(C)c1ccc(NC(=O)CN(Cc2ccccc2)S(C)(=O)=O)cc1
1.7	COC(=O)C(CC(=O)c1ccc(Br)cc1)n1ccnc1 (stereo unspecified)
-2.2	O=S(=O)(Nc1ccc(-n2cccc2)cc1)c1ccc(Cl)cc1Cl
1.6	COc1ccccc1CNC(=O)CCn1c(=O)[nH]c2ccsc2c1=O
-2	O=c1c2ccccc2nnn1CSc1nc2sc3c(c2c(=O)n1CC1CCCO1)CCC3 (stereo unspecified)
-0.52	Cc1cc(C(F)(F)F)c2sc(N)nc2n1
0.62	COc1ccc(Cc2nnc(SCC(=O)Nc3ncc(C)s3)o2)cc1
0.33	O=C1NC[C@H](c2ccccc2)N(CCc2cccc(F)c2)C1=O
0.13	COc1ccc(C2C(C#N)C(C#N)N3CCCN23)cc1 (stereo unspecified)
0.25	OC1CCCCC1Sc1nc2ccccc2s1 (stereo unspecified)
0.084	COc1ccc(/C=N/Nc2nonc2N)cc1
0.85	CC(NC(=O)c1ccccc1Cl)C1COc2ccccc2O1 (stereo unspecified)
0.56	Cc1ccc(Oc2nnc(-c3ccccc3)cc2C#N)cc1
-0.25	COc1ccc(C=NCCCN2CCOCC2)cc1
0.64	O=C(CCCn1c(=O)[nH]c2cc(Cl)ccc2c1=O)N1CCN(c2ccc([N+](=O)[O-])cc2)CC1
-5.2*	COc1ccc(C2Nc3ccccc3C(=O)N2Cc2ccco2)cc1COc1ccccc1F (stereo unspecified)
0.035	CN(c1ccc(C(=O)Nc2cccnc2)cc1)S(C)(=O)=O

# (list continues)
Cav32 inh	smiles
0.6	O=C(NCCOc1nc(N2CCOCC2)nc(N2CCOCC2)n1)Nc1ccccc1
0.34	O=C1C(=O)N(CCCn2ccnc2)C(c2cccnc2)/C1=C(/O)c1ccc(F)cc1 (stereo unspecified)
0.9	O=C1CC(N2CCOCC2)C(=O)N1c1ccccc1Cl (stereo unspecified)
0.8	CCC(=O)N=c1sc2c(OC)ccc(OC)c2n1C
-0.67	CCCC1CC(C)(C(=O)CSc2n[nH]c(-c3ccccc3)n2)OC1=O (stereo unspecified)

# From PubChem BioAssay
